PfM18AAP inh: blocks P. falciparum M18 aspartyl aminopeptidase | AID 1822 | recombinant PfM18AAP, H-Glu-NHMec fluorogenic cleavage | actives 1.2% (n = 290,000) | inhibition, % at 7.35 µM;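 active means inhibition above the campaign mean inhibition over all tested compounds plus 3 SD, cut at about 28% in these data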;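 further: 0% = plate median of test compound wells and 100% = 2 mM ZnCl2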
MEKK2 mut-MEK5: signal of MEK5 binding to mutant human MEKK2 PB1 domain. bead flow cytometry, Alexa488-MEK5 binding to MEKK2 mutant. percent response, % at 10 µM. actives 0.35% (n = 290,000); in the data active means percent response above about 24%, passing the limit was not always enough; further: inactives centre near 1; some results filed as inactive read as strong as hits; reference of the scale not given here
MEKK2 WT-MEK5: raises or lowers MEK5 binding to wildtype human MEKK2 PB1 domain; Q9Y2U5; bead flow cytometry, Alexa488-MEK5 binding to MEKK2 WT; actives lie on both sides; binding response (% of control), % at 10 µM; actives 1.1% (n = 290,000); AID 1531; in the data active means binding response below about 67% or above about 130%
NALP1 inh: NALP1 inhibition; inhibition, % at 10 µM; actives 0.61% (n = 280,000); S. cerevisiae NALP1/ASC/caspase-1 growth, X-gal OD620, 72 h; in the data active means inhibition mostly above about 24%, no sharp cut-off; inactive means mostly below about 32%; further: some compounds called inactive have numbers as strong as hits
PHOSPHO1 block: blocks human PHOSPHO1 phosphatase activity | Q8TCT1 | recombinant PHOSPHO1, absorbance phosphatase assay | inhibition, % at 13.3 µM | actives 1.1% (n = 290,000); in the data active means inhibition above about 60%
OXTR ag: human OXTR agonism; P30559; CHO-OTR cells, Fluo-8 calcium fluorescence; normalized: DMSO 0%, oxytocin 100%; activation, % at 3 µM; actives 0.32% (n = 320,000);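 active means activation above the mean of all tested compounds plus 3 SD, cutoff set per screening run, cut at about 20% in these data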;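 further: peak over basal fluorescence ratio from a 100 s FLIPR kinetic read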
Target sequence (P30559 whole entry, looked up): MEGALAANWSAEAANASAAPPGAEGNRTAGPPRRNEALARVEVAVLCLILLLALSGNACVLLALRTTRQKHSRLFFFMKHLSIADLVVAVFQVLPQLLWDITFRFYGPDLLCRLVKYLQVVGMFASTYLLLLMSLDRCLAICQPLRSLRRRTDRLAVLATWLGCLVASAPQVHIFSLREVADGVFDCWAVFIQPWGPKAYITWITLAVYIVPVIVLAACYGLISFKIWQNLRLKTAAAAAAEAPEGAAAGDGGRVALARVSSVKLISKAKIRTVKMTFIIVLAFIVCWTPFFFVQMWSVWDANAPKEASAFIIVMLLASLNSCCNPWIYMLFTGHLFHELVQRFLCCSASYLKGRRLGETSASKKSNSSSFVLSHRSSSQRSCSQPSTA
DNA FID counter: fluorescent intercalator displacement, NS3 helicase counter-screen; DNA fluorescent intercalator displacement, fluorescence; inhibition, % at 7.9 µM; actives 0.17% (n = 290,000); in the data active means inhibition above about 37%;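 further: 0% = vehicle and 100% = reference compound; higher means more ethidium bromide displaced from hairpin DNA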
MEKK3 PB1 HTS: MEKK3-MEK5 PB1 interaction, increase or decrease; Q99759; actives 1.4% (n = 290,000); binding response (% of control), % at 10 µM; AID 1529; bead-based flow cytometry, Alexa488-MEK5 binding to MEKK3; actives lie on both sides; 0 = blocked by unlabeled MEK5, 100 = vehicle;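 active means binding response more than 3 SD above or below the average of its plate-row segment, actives on both sides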;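 further: Alexa488 bead fluorescence after subtracting the streptavidin-only scavenger bead signal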
GPR7 antagonist: blocks human GPR7 receptor signaling. P48145. GPR7-expressing cells, fluorescence antagonist assay. inhibition, % at 4.4 µM. actives 1.1% (n = 290,000); in the data active means inhibition above about 16%, passing the limit was not always enough;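 further: cells stimulated with the agonist NPW; 0% = agonist with vehicle and 100% = vehicle without agonist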
Starred values were filed as active, the others as inactive; / = no result given.

Each structure is followed by: PfM18AAP inh | MEKK2 mut-MEK5 | MEKK2 WT-MEK5 | NALP1 inh | PHOSPHO1 block | OXTR ag | DNA FID counter | MEKK3 PB1 HTS | GPR7 antagonist
- Nc1c2c(nc3sc4c(c13)CCCCC4)CCCC2
→ -13 | -6 | 89 | 67* | 8 | 0.4 | 2 | 81 | 3
- CC(=O)Nc1ccccc1C(=O)OCc1ccccc1F
→ 4 | -1 | 96 | -4 | 47 | -2.5 | -11 | 97 | -21
- c1cnc(N2CCNCC2)nc1
→ -10 | 6 | 94 | 12 | 4 | -1.0 | -1 | 116 | -10
- C=CCN(CC=C)Cc1c[nH]c2ccccc12
→ 7 | -1 | 100 | 10 | 29 | 1.3 | 7 | 101 | 7
- CCC(=NCCO)c1c(O)n(-c2ccccc2)c(=O)[nH]c1=O
→ 3 | -2 | 98 | 7 | 32 | 0.4 | -3 | 93 | 11
- CN1CCc2c(C#N)c(Cl)nc(Cl)c2C1
→ -6 | 8 | 103 | 37 | 3 | -0.7 | 4 | 93 | -17
- CCOc1cc2c(cc1OCC)-n1cccc1C(c1cc(C)c(OC)cc1C)NC2 (stereo not drawn)
→ -5 | 11 | 116 | 10 | -24 | 2.4 | 12 | 96 | 8
- c1ccc2c(c1)CC1CNCc3cccc(c31)S2 (stereo not drawn)
→ -20 | 0 | 107 | 16 | -18 | 16 | 10 | 101 | 19
- COC(=O)C1=C(c2cc3ccccc3s2)C[C@@H]2CC[C@H]1N2C(=O)N1CCCCC1
→ / | 2 | 102 | / | / | -1.0 | / | 102 | /
- Cc1ccc(Sc2ccc(C=C3C(=O)N(C)C(=O)N(C)C3=O)o2)cc1
→ -3 | -20 | 65 | -5 | 8 | -0.5 | -15 | 78 | -5
- COc1ccccc1N1CCN(Cc2ccccc2F)CC1
→ -1 | -2 | 100 | 22 | -18 | -0.8 | 1 | 100 | -2
- Cc1nc2ccccc2c(=O)n1-c1ccc(Cl)c(Cl)c1
→ 2 | -8 | 94 | 9 | / | -1.6 | -12 | 90 | 3
- Cc1cccc(CCNCc2cc3ccc(C)cc3[nH]c2=O)c1
→ 16 | 2 | 103 | 23 | 34 | -0.9 | -11 | 97 | -13
- COC(=O)c1ccc(CN2CCSC2=N)cc1
→ 4 | 12 | 113 | 2 | 36 | 2.1 | 0 | 103 | -8
- CCOC(=O)c1ccc2c(c1)n(Cc1ccccc1)c(C)[n+]2CC
→ 2 | 9 | 107 | 4 | 37 | 0.6 | 3 | 101 | -10
- CC(C)(C)NC(=O)C1CC2CCCCC2CN1 (stereo not drawn)
→ 2 | -39 | 98 | -15 | 8 | 1.0 | 2 | 96 | -8
- O=c1[nH]c(O)c(/C=C2\C=Nc3ccc(OCc4ccccc4)cc32)c(=O)[nH]1
→ 26 | 3 | 90 | 28 | 3 | 2.1 | 4 | 96 | -6

One compound at a time (already shown). Screens in order: PfM18AAP inh	MEKK2 mut-MEK5	MEKK2 WT-MEK5	NALP1 inh	PHOSPHO1 block	OXTR ag	DNA FID counter	MEKK3 PB1 HTS	GPR7 antagonist
Entry for `CN1CCc2c(C#N)c(Cl)nc(Cl)c2C1` → -6	8	103	37	3	-0.7	4	93	-17
Entry for `COC(=O)c1ccc(CN2CCSC2=N)cc1` → 4	12	113	2	36	2.1	0	103	-8
Entry for `Cc1nc2ccccc2c(=O)n1-c1ccc(Cl)c(Cl)c1` → 2	-8	94	9	/	-1.6	-12	90	3
Entry for `CC(C)(C)NC(=O)C1CC2CCCCC2CN1` (stereo not drawn) → 2	-39	98	-15	8	1.0	2	96	-8

Four consecutive compounds from above, quoted:
Each structure is followed by: PfM18AAP inh | MEKK2 mut-MEK5 | MEKK2 WT-MEK5 | NALP1 inh | PHOSPHO1 block | OXTR ag | DNA FID counter | MEKK3 PB1 HTS | GPR7 antagonist
- CC(=O)Nc1ccccc1C(=O)OCc1ccccc1F
→ 4 | -1 | 96 | -4 | 47 | -2.5 | -11 | 97 | -21
- c1cnc(N2CCNCC2)nc1
→ -10 | 6 | 94 | 12 | 4 | -1.0 | -1 | 116 | -10
- C=CCN(CC=C)Cc1c[nH]c2ccccc12
→ 7 | -1 | 100 | 10 | 29 | 1.3 | 7 | 101 | 7
- CCC(=NCCO)c1c(O)n(-c2ccccc2)c(=O)[nH]c1=O
→ 3 | -2 | 98 | 7 | 32 | 0.4 | -3 | 93 | 11

A different layout for some results above:
> Cc1ccc(Sc2ccc(C=C3C(=O)N(C)C(=O)N(C)C3=O)o2)cc1
  PfM18AAP inh: -3
  MEKK2 mut-MEK5: -20
  MEKK2 WT-MEK5: 65
  NALP1 inh: -5
  PHOSPHO1 block: 8
  OXTR ag: -0.5
  DNA FID counter: -15
  MEKK3 PB1 HTS: 78
  GPR7 antagonist: -5
> COc1ccccc1N1CCN(Cc2ccccc2F)CC1
  PfM18AAP inh: -1
  MEKK2 mut-MEK5: -2
  MEKK2 WT-MEK5: 100
  NALP1 inh: 22
  PHOSPHO1 block: -18
  OXTR ag: -0.8
  DNA FID counter: 1
  MEKK3 PB1 HTS: 100
  GPR7 antagonist: -2

High-throughput results from PubChem BioAssay.

This is a subset; the hit share may differ from the screen's.
